RXFP1 antagonist = qHTS Assay for Antagonists of the Relaxin Receptor RXFP1. Relaxin receptor 1 (Homo sapiens), Q9HBX9. HEK293-RXFP1, relaxin-stimulated cAMP HTRF, 30 min; hits give low values. activity change, negative = inhibition, % at 57.5 µM. actives 0.59% (n = 350,000);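 active means activity change of -60% or lower, but not beyond a set lower limit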; further: on the % scale 0 is the no-effect control and ±100 the full control effect
D2 antagonist = HTS Assay for Allosteric Antagonists of the Human D2 Dopamine Receptor: Primary Screen for Antagonists; D(2) dopamine receptor (Homo sapiens), P14416; HEK293 TREx D2 cells, calcium flux, dopamine EC80; inhibition, % at 10 µM; actives 2% (n = 340,000); in the data active means inhibition above about 30%; further: 0% is about no effect
Target sequence (P14416 whole entry, looked up): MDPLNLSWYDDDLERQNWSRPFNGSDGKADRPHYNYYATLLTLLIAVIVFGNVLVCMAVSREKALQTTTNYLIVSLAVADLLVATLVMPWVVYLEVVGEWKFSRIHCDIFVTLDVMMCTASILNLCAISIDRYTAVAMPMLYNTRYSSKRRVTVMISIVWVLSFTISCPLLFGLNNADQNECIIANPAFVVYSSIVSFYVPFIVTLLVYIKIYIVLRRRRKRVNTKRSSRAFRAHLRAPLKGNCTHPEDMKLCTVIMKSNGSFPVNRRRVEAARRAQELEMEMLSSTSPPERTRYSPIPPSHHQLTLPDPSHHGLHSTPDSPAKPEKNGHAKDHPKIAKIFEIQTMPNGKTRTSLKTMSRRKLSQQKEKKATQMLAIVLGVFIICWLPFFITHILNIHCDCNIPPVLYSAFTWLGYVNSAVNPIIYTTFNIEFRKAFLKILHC
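Tetracycline-induced HEK293 T-REx cells expressing D2 force-coupled to calcium signalling were dye-loaded, exposed to compound for 180 s, then challenged with an EC80 of dopamine; calcium flux was followed kinetically for a further 180 s.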
TRHR enhancer = qHTS for Small Molecule Agonists and Allosteric Enhancers of Human TRH Receptor: Primary Screen for Enhancers; enhancement, % at 2 µM; AID 493056, 2011; TRHR cells, fluo-8 calcium fluorescence, EC20 TRH enhancement; actives 0.66% (n = 360,000); in the data active means enhancement above about 30%; further: 0% is about no effect
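TRHR-expressing cells loaded with fluo-8 calcium dye were read kinetically (ex 480/em 530) during compound addition, then stimulated with an EC20 of TRH (10 nM final). Enhancement of the Gq-mediated intracellular calcium response was scored.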
D1 ag = Allosteric Agonists of the Human D1 Dopamine Receptor: qHTS; actives 1% (n = 360,000); D(1A) dopamine receptor (Homo sapiens), P21728; activation, % at 2 µM; HEK293 T-REx D1 cells, calcium flux, agonist mode; further: 0% is about no effect
Target sequence (P21728 whole entry, looked up): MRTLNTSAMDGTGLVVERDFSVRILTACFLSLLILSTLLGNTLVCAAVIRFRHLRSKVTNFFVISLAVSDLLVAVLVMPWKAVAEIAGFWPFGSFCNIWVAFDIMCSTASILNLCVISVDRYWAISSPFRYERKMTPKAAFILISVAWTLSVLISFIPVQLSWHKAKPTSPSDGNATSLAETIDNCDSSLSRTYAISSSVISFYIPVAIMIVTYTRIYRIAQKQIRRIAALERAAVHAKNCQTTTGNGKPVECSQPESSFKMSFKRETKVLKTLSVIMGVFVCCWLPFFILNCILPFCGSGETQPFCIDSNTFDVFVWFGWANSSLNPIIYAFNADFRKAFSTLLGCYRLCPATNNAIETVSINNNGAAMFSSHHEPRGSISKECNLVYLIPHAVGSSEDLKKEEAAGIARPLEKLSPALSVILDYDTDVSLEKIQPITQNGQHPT
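Inducible HEK293 T-REx D1 cells, force-coupled to calcium signalling, were plated at 4000 cells/well with tetracycline and held overnight at 30 C. After no-wash calcium dye loading, compound-evoked calcium rise over 180 s flagged agonists.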
TRHR agonist = qHTS for Small Molecule Agonists and Allosteric Enhancers of Human TRH Receptor: Primary Screen for Agonists; actives 0.18% (n = 360,000); TRHR cells, calcium flux fluo-8, FDSS agonist mode; activation, % at 2 µM; further: 0% is about no effect
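Steps: seed TRHR cells overnight; add fluo-8 no-wash Ca dye, RT 30 min–1.5 h; record 10 s baseline; pin-transfer compounds; monitor fluorescence 1 cycle/s for the agonist window. Calcium increases flag candidate agonists.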
D1 potentiator = Potentiators of Human D1 Dopamine Receptor: qHTS | D(1A) dopamine receptor (Homo sapiens), P21728 | HEK293 TREx D1 cells, calcium flux, dopamine EC20 potentiation | AID 504651, 2011 | actives 0.036% (n = 360,000) | potentiation, % at 10 µM; in the data active means potentiation above about 30%; further: 0% is about no effect
D1 antag = Antagonist of Human D 1 Dopamine Receptor: qHTS. HEK293 TREx D1 cells, calcium flux, dopamine EC80; hits give low values. activity change, negative = inhibition, % at 10 µM. AID 504652, 2011. D(1A) dopamine receptor (Homo sapiens), P21728. actives 3.2% (n = 360,000); in the data active means activity change below about -30%; further: on the % scale 0 is the no-effect control and ±100 the full control effect
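Allosteric or orthosteric antagonism assessed as attenuation of the calcium response to EC80 dopamine, added 180 s after compound, in induced HEK293 Trex D1 cells loaded with no-wash calcium dye.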
D2 PAM = HTS Assay for Positive Allosteric Modulators of the Human D2 Dopamine Receptor: Primary Screen for Potentiators | D(2) dopamine receptor (Homo sapiens), P14416 | HEK293 T-REx D2, calcium flux, EC20 dopamine potentiation | potentiation, % at 10 µM | actives 0.34% (n = 340,000);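 active means potentiation over 3 SD above the plate norm, cut at about 30% in these data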; further: 0% is about no effect
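Using a no-wash calcium dye in inducible, force-coupled HEK293 Trex cells expressing D2, we tracked fluorescence each second for 180 s after compound, then for 180 s after EC20 dopamine to detect augmented signalling.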
D2 ag = HTS Assay for Allosteric Agonists of the Human D2 Dopamine Receptor: Primary Screen for Agonists. activation, % at 2 µM. D(2) dopamine receptor (Homo sapiens), P14416. actives 0.53% (n = 340,000). HEK293 T-REx D2 cells, calcium flux agonist mode;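 active means activation over 3 SD above normal in the single-dose calcium agonist read, cut at about 30% in these data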; further: 0% is about no effect
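Tetracycline-induced HEK293 T-REx cells with force-coupled D2 receptor, plated overnight at 30 C, loaded with no-wash calcium dye. After a 10 s baseline, compound was pin-added and calcium flux read kinetically for 180 s; calcium rises flagged agonists.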
* marks the source's active call; other numbers are inactive results; . = no result given. Unless noted, no stated cut-off is given here; in the data, active means activation above about 30%; inactive means the rest. Hits appear at their usual frequency (roughly 7.1% active in at least one column).

SMILES | RXFP1 antagonist | D2 antagonist | TRHR enhancer | D1 ag | TRHR agonist | D1 potentiator | D1 antag | D2 PAM | D2 ag
O=C1N/C(=N\S(=O)(=O)c2ccccc2)S/C1=C\c1cc([N+](=O)[O-])ccc1O | 6.8 | -19.5 | 39.6* | 167.6* | 113.7* | -2.6 | 7.0 | -3.9 | 33.3*
CN1c2ccsc2C(=O)/C(=C\Nc2cccc(C(F)(F)F)c2)S1(=O)=O | -3.7 | -1.1 | -0.3 | 2.9 | -0.1 | 3.5 | 5.6 | -4.6 | -0.3
CCCNS(=O)(=O)c1cccc(C(=O)NNC(=O)c2cc(C)oc2C)c1 | -7.4 | 7.5 | 13.4 | 2.7 | 0.5 | -0.6 | 11.5 | 12.9 | -0.1
O=C(Nc1nonc1NC(=O)C1CCCCC1)C1CCCCC1 | -17.5 | 1.6 | 0.8 | 6.1 | -0.1 | -0.8 | -16.1 | -3.2 | 3.4
CC(=O)Nc1ccc(-n2c(C)nc(=O)c(-c3ccccc3)c2C)cc1 | 9.7 | 19.2 | -1.4 | 0.3 | 0.5 | -8.8 | -14.3 | -1.6 | 0.3
COc1cc(NC(=O)C2CCN(S(=O)(=O)c3cccs3)CC2)cc(OC)c1 | -14.3 | -26.2 | -4.7 | 2.0 | -0.3 | -1.7 | 2.6 | -8.9 | 1.5
CCCn1cc(S(=O)(=O)c2ccccc2)c(=O)c2cc(F)c(N3CCCC3)cc21 | -7.5 | . | 3.4 | -0.1 | -0.9 | -3.5 | 16.5 | -6.0 | 0.6
Brc1ccc2nc(N3CCN(c4ccccc4)CC3)sc2c1 | -6.2 | . | 3.7 | 3.2 | 0.4 | -2.8 | 8.0 | . | .
Cc1ccccc1NC(=O)c1cc([N+](=O)[O-])ccc1NCCN1C(=O)CCC1=O | -2.8 | -0.7 | -9.6 | 1.5 | -0.3 | -0.7 | 1.0 | -3.4 | 1.0
O=C(N[C@H]1CCCCNC1=O)c1cc(COc2ccc(F)cc2F)on1 | -0.4 | -16.1 | -1.3 | 5.9 | 0.2 | -8.8 | -5.7 | -4.3 | 1.0
Cc1cc(C)nc(NC(=O)Nc2ccc3c(c2)OCO3)c1 | 14.2 | -0.2 | 1.4 | 0.6 | -0.5 | 1.5 | 10.0 | 5.8 | -1.7
O=C(/C=C/c1ccccc1)Nc1cccnc1Cl | 0.7 | 3.4 | 2.2 | 2.2 | -1.2 | -7.8 | -5.0 | -0.9 | 1.1
CCOc1ccc(NC(=O)CSC2=Nc3ccccc3C3=NC(CC(=O)NCc4ccccc4OC)C(=O)N23)cc1 (stereo not drawn) | -30.7 | . | -19.2 | 10.6 | 4.8 | -0.5 | 11.9 | -15.3 | -5.7
CCOc1ccc(C(=O)OCn2nnc3ccccc3c2=O)cc1OC | 13.2 | -1.3 | 1.1 | 5.1 | -0.4 | -8.6 | -5.9 | 8.3 | 0.6
CCC(=O)N1CCN(c2ccccc2NC(=O)COc2cc(C)ccc2C(C)C)CC1 | -19.5 | -0.7 | 3.2 | 4.9 | 0.1 | 15.4 | 0.2 | 21.8 | 1.5
O=C(Cn1cc(C(F)(F)F)ccc1=O)N/N=C/c1cccc(Cl)c1 | -17.8 | 23.6 | -7.3 | 3.1 | 0.2 | -15.5 | 21.8 | -12.6 | -1.4
COC(=O)CN1C(=O)C(C)(C)c2cc(S(=O)(=O)Nc3ccc(Br)cc3F)ccc21 | 3.4 | . | -0.8 | 4.2 | 0.7 | -2.5 | 19.4 | -3.5 | .
CN(C(=O)CC1C(=O)NCCN1CC(c1ccccc1)c1ccccc1)C(C1CC1)C1CC1 (stereo not drawn) | 1.7 | 7.1 | -7.5 | 2.4 | -0.5 | 3.9 | 7.2 | 12.5 | -0.1
Cc1cc(C)n2nc(-c3cccc(Br)c3)cc2n1 | -12.6 | -7.6 | -3.8 | 0.7 | -0.5 | -2.2 | -6.0 | 4.5 | 1.0
O=C(CSc1n[nH]c(-c2cccnc2)n1)Nc1ccc(Cl)cc1 | 8.8 | 12.0 | 0.6 | 3.9 | 0.1 | . | 24.7 | 2.2 | 0.2
COc1ccc(OC)c(NC(=O)CSc2nc3scc(C)c3c(=O)[nH]2)c1 | 1.4 | . | -5.8 | 1.5 | 0.0 | 1.2 | 0.0 | . | .
CCOn1c(=O)c(-c2ccc(C)cc2)[n+]([O-])c2ccccc21 | -6.0 | -11.7 | 2.7 | 2.0 | -0.9 | -6.1 | 8.7 | 0.4 | 0.5
O=C(CNCc1ccccc1)Nc1ccccc1-c1ccccc1 | 17.7 | 1.0 | 6.5 | 4.2 | -0.1 | -1.6 | 16.3 | 4.8 | 1.4
COC(=O)CCC(=O)Nc1ccc(OC)cc1 | 3.2 | -2.1 | 1.1 | -2.5 | 1.6 | 0.7 | -14.5 | -0.3 | 0.7

2 entries drawn at random from those above:
SMILES | RXFP1 antagonist | D2 antagonist | TRHR enhancer | D1 ag | TRHR agonist | D1 potentiator | D1 antag | D2 PAM | D2 ag
O=C(CSc1n[nH]c(-c2cccnc2)n1)Nc1ccc(Cl)cc1 | 8.8 | 12.0 | 0.6 | 3.9 | 0.1 | . | 24.7 | 2.2 | 0.2
CCC(=O)N1CCN(c2ccccc2NC(=O)COc2cc(C)ccc2C(C)C)CC1 | -19.5 | -0.7 | 3.2 | 4.9 | 0.1 | 15.4 | 0.2 | 21.8 | 1.5

Carrying on.
SMILES | RXFP1 antagonist | D2 antagonist | TRHR enhancer | D1 ag | TRHR agonist | D1 potentiator | D1 antag | D2 PAM | D2 ag
CN(CC(=O)NC1CC1)S(=O)(=O)c1cc(Cl)ccc1Cl | 6.0 | 1.4 | 14.1 | 2.3 | 1.8 | 23.6 | 1.1 | -0.9 | -0.3
CCN=C1SC(CC(=O)NC(C)C)C(=O)N1CC (stereo not drawn) | -2.7 | 12.5 | 1.9 | 1.6 | 0.9 | -2.8 | -6.6 | 7.5 | 0.4
CCOC(=O)COc1ccc2c(c1)c(C(C)=O)c(C)n2-c1ccccc1 | -6.9 | -13.9 | 1.3 | 2.6 | -0.5 | -1.2 | 5.0 | -2.7 | -0.9
C=CCc1cccc2cc(C(=O)NC)c(=O)oc12 | -3.9 | 19.6 | -7.8 | 0.4 | 0.1 | -3.2 | -12.5 | -4.4 | -0.2
COc1ccccc1/C=C1\CCC(C2CCCC2)C1=O (stereo not drawn) | 0.9 | -5.4 | -0.1 | 5.0 | -0.2 | 2.2 | 1.1 | -4.4 | -1.5
O=S(=O)(c1ccccc1)c1nc(-c2cccs2)oc1NCCCn1ccnc1 | -8.7 | -15.9 | 0.6 | 0.4 | 1.2 | 8.8 | 12.4 | . | 1.9
O=C(NC1CC1)c1sc2cc(F)ccc2c1Cl | -2.6 | 1.4 | -0.7 | 0.9 | 1.1 | -6.2 | -2.4 | 2.9 | -0.3
O=C(Cc1ccc(Cl)cc1)Nc1ccc(N2CCCC2)cc1 | -8.8 | -4.4 | 3.6 | 1.3 | -1.0 | -6.7 | 2.7 | 2.7 | 0.4
O=C(Nc1cccc2cccnc12)c1cccc2c(Br)cccc12 | . | . | -0.2 | 1.4 | 0.5 | -4.3 | 25.5 | 5.8 | 0.1
COc1cc(OC)nc(Oc2cc(/C=N/O)ccc2OC)n1 | 3.1 | -16.4 | -2.6 | 5.1 | -2.4 | 0.3 | -4.5 | 19.8 | -0.4
CC(C)(C)c1ccc(C(=O)NC(CC(=O)O)c2ccc(OC3CCCC3)cc2)cc1 (stereo not drawn) | 8.0 | 18.2 | -0.1 | 0.3 | 0.9 | -2.2 | -8.8 | 10.7 | -1.3
COCC1CCN(C(=O)c2ccc(OC3CCN(Cc4ccccn4)CC3)cc2)C1 (stereo not drawn) | 2.1 | 2.0 | 2.1 | 3.3 | -0.2 | 1.9 | 16.6 | 6.4 | 0.8
Cc1cccc2sc(N3CCN(C(=O)c4ccco4)CC3)nc12 | 0.6 | . | 10.4 | 2.1 | -0.7 | -0.3 | . | -2.6 | 0.8
COc1cccc(CNC(=O)c2oc3c(c2C)-c2nn(Cc4cccc(Cl)c4)cc2CC3)c1 | -117.7* | . | -6.3 | -0.2 | 0.0 | 1.8 | -1.8 | -2.1 | 0.9
COc1ccc(NC2=CC(c3cccc(OC)c3)N(c3ccc(OC)cc3)C2=O)cc1 (stereo not drawn) | -9.3 | 0.4 | -0.5 | 1.5 | -0.1 | 1.8 | -18.4 | 6.9 | 0.3
Cc1cc(Nc2ccc(F)cc2F)n2ncnc2n1 | 0.4 | -14.2 | 6.3 | -2.2 | 0.7 | -0.8 | -7.4 | -4.7 | 0.9
CCCCCn1ccc(=O)c2c(C(F)(F)F)nccc21 | 0.5 | -13.3 | -1.7 | 11.5 | 0.3 | -2.5 | -24.0 | 14.9 | 1.6
Cc1ccc(O)c(N=CC2=C(O)c3ccccc3C2=O)c1 | 17.8 | -10.5 | -5.0 | 1.0 | 1.2 | -4.2 | -17.9 | 1.5 | 0.4
CCC(=O)c1ccc(OCC(O)CN2CC(C)OC(C)C2)cc1 (stereo not drawn) | -7.1 | -3.3 | 0.9 | 0.5 | -0.9 | -3.7 | -6.0 | 6.6 | 0.2
O=C(NCC(c1cccnc1)N1CCc2ccccc21)c1cccc(Br)c1 (stereo not drawn) | -28.2 | . | -6.1 | 4.3 | 0.0 | -3.4 | 6.9 | -7.4 | 0.8
Cc1cc(NC(=O)Cn2nc3c(cc2=O)CCCC3)ccc1Br | -4.7 | 2.3 | -6.3 | 0.2 | -0.3 | 6.8 | 13.7 | 4.4 | 0.5
COc1ccc(N2C(=O)C(CC(=O)Nc3ccc(Cl)cc3)N(NC(=O)c3cccc(F)c3)C2=S)cc1 (stereo not drawn) | -9.9 | -6.4 | 5.1 | 4.2 | 0.3 | 1.4 | 4.7 | -15.3 | 0.0

Among those listed so far, these contain a furan ring, fused or not.
SMILES | RXFP1 antagonist | D2 antagonist | TRHR enhancer | D1 ag | TRHR agonist | D1 potentiator | D1 antag | D2 PAM | D2 ag
CCCNS(=O)(=O)c1cccc(C(=O)NNC(=O)c2cc(C)oc2C)c1 | -7.4 | 7.5 | 13.4 | 2.7 | 0.5 | -0.6 | 11.5 | 12.9 | -0.1
Cc1cccc2sc(N3CCN(C(=O)c4ccco4)CC3)nc12 | 0.6 | . | 10.4 | 2.1 | -0.7 | -0.3 | . | -2.6 | 0.8
COc1cccc(CNC(=O)c2oc3c(c2C)-c2nn(Cc4cccc(Cl)c4)cc2CC3)c1 | -117.7* | . | -6.3 | -0.2 | 0.0 | 1.8 | -1.8 | -2.1 | 0.9
